Mito fusion act = inhibitors of mitochondrial division or activators of mitochondrial fusion; AID 485298; 0.23% of 320,000 active; Potency, µM (top dose mostly 46.1 µM), without a hit: at the highest dose growth rescue (activation), actives largely listed as activators; S. cerevisiae fusion-defective mutant growth rescue, CellTiterGlo 48 h;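 also: potency is read from the fitted curve at half-maximal effect; % of control where 0% means no effect; nearly all actives have a fitted effect of over 45% in size; temperature-sensitive fusion mutants such as fzo1-1 at 37 °C on non-fermentable ethanol glycerol medium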
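Luminescent cell viability in 1536-well qHTS format served as the measure of rescued growth in ts fusion-mutant S. cerevisiae cultured on non-fermentable YPEG for 48 hours at 37C.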
TCR act = activates T cell receptor signaling; primary human leukocytes, anti-CD3, IL-2 HTRF, 48 h; 330,000 tested, under 10 active; Potency, µM (doses to about 9.22 µM), without a hit: at the top dose activation of IL-2 secretion, actives largely listed as activators; also: % of control where 0% means no effect
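Primary human leukocytes incubated 48 hr with anti-CD3 beads plus compound, without co-stimulation. Secreted IL-2 measured by HTRF (europium cryptate/d2 anti-IL-2 pair, 320 nm excitation, 665 nm emission).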
Tb PFK inh = inhibitors of T. brucei phosphofructokinase; AID 485367; T. brucei PFK, ADP-Glo luminescence; Potency, µM (top dose mostly 57.5 µM), for inactives: top-dose activity, negative = inhibition, hits mostly inhibitors; 0.17% of 330,000 active; O15648;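 also: potency is read from the fitted curve at half-maximal effect; 0% = uninhibited 1x PFK enzyme wells and -100% = no-enzyme wells; nearly all actives have a fitted effect of over 60% in size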
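1.25 nM PFK with 0.5 mM F6P and 0.1 mM ATP in 0.1 M TEA pH 8.0, 5 mM MgCl2, incubated 45 min at room temperature; ADP measured by ADP-Glo luminescence; compounds titrated up to 57 uM.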
USP2a block = inhibitors of human ubiquitin-specific protease USP2a; USP2 core, Ub-CHOP2 coupled fluorogenic reporter, 485/531; Potency, µM (series often up to 38.3 µM), for inactives: at the highest dose activity change, negative = inhibition, usual class: inhibitors; 0.01% of 330,000 active;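 also: potency is read from the fitted curve at half-maximal effect; plate controls were DMSO wells for no effect and full inhibition by NEM control for full effect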
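Cell-free coupled assay: 10nM USP2 core preincubated 30min RT with compound in Tris-HCl pH 8.0/CaCl2/CHAPS buffer, then 25nM Ub-CHOP2 and 25nM reporter substrate; fluorescence (Ex 485/Em 531) read after 60min RT, normalized to NEM inhibition, concentration-response curves fitted.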
uPA generation = blocks generation of uPA at the cell surface. Potency, µM (series often up to 38.3 µM), for inactives: top-dose activity change, negative = inhibition, most hits filed as inhibitors. cell surface uPA generation assay, qHTS. AID 540303. 0.31% of 330,000 active; active = well fitted inhibition curve with a large enough effect; inconclusive = small, poorly fitted or top-dose-only effect; inactive = no such curve, though single readings can be large or run the other way; tested in mouse RAW 264.7 cells; also: potency is read from the fitted curve at half-maximal effect; % is scaled to controls: 0 for no effect and ±100 for the full control effect; nearly all actives have a fitted effect of over 55% in size
Eya2 inh = Eya2 (human) phosphatase inhibition; 0.006% of 330,000 active; Potency, µM (doses to about 76.9 µM), without a hit: top-dose activity, negative = inhibition, usual class: inhibitors; recombinant Eya2, OMFP fluorescence dephosphorylation (OMFP is methylfluorescein phosphate); also: potency is read from the fitted curve at half-maximal effect; % is scaled to controls: 0 for no effect and ±100 for the full control effect
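Eya2 (0.2 uM) preincubated 10 min at ambient with compound, then OMFP substrate added at 50 uM; 10 min reaction in 50 mM HEPES pH 7.5, 50 mM NaCl, 5 uM MgCl2, 0.05% BSA, 1 mM DTT. Fluorescence read at Ex 485/Em 525 nm.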
TSHR antagonist = antagonists of human thyroid stimulating hormone receptor; TSHR-expressing cells, TSH-stimulated cAMP HTRF, 2 h; active compounds read low; AID 504810; P16473; activity change, negative = inhibition, % at 11.5 µM; 0.2% of 330,000 active;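 active = activity change below a set negative limit, meaning inhibition stronger than a set level, cut at about -70% in these data; inconclusive = activity change between two set negative limits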; also: % is scaled to controls: 0 for no effect and ±100 for the full control effect
Target sequence (P16473 whole entry, looked up): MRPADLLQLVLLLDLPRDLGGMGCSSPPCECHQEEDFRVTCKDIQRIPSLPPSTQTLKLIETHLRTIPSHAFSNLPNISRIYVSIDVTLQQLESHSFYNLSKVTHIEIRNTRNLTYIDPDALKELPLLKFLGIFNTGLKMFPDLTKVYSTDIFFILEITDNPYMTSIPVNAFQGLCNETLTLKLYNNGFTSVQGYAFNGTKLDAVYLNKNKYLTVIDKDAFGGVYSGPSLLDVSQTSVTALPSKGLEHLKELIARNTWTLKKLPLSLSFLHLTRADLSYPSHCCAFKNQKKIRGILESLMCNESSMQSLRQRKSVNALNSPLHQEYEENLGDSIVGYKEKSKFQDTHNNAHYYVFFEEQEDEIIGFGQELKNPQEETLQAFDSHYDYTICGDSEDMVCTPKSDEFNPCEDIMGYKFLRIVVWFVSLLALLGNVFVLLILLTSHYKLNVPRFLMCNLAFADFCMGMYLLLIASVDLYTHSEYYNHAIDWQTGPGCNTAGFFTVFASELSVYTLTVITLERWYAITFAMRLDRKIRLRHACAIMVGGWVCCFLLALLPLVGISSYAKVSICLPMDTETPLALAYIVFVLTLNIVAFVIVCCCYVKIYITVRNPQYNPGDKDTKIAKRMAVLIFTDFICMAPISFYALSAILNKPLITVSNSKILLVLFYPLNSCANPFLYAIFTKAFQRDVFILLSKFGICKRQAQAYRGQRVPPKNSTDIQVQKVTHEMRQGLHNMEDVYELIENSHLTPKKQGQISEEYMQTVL
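Cell-based HTRF cAMP assay; TSHR cells + compound, TSH EC80 (4nM final), 2 h, 37 deg C. Lysis with anti-cAMP cryptate and cAMP-d2, 30 min RT, read 665/620 nm.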
ELG1 DNA repair = blocks ELG1-dependent DNA repair in HEK293T cells. HEK293T ELG1-luciferase reporter, luminescence, 16 h; DNA damage induced by 5-fluorouridine. Potency, µM (titrated, usually from 46.1 µM), for inactives: at the top dose activity change, negative = inhibition, most hits filed as inhibitors. 2.3% of 330,000 active. AID 504467; also: potency is read from the fitted curve at half-maximal effect; % is scaled to controls: 0 for no effect and ±100 for the full control effect; nearly all actives have a fitted effect of over 55% in size
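5-Fluorouridine DNA damage + compound/DMSO, 2,000 cells/well, 16 h, 37 °C/5% CO2. ONE-Glo, 30 min RT, luminescence. Readout = decrease in reporter signal.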
PTAP TSG101 blk = blocks PTAP/TSG101 interaction to inhibit HIV-1 budding | Q99816 | Fluorescence polarization, FITC-PTAP peptide / Tsg101 binding | Potency, µM (top dose mostly 115 µM), for inactives: at the top dose activity change, negative = inhibition, hits mostly inhibitors | 340,000 tested, under 10 active; active = well fitted inhibition curve with a large enough effect in the main read-out, with a control signal flat, not every such curve was filed as active; inconclusive = small, poorly fitted or top-dose-only effect, or effect the other way, or a change in a side signal; inactive = no such curve, though single readings can be large or run the other way; also: potency is read from the fitted curve at half-maximal effect; % of control where 0% means no effect
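FP read-out: FITC-PTAP peptide, 50 nM final, binding Tsg101 binding domain, 10 uM final; 20 min, r.t.; 10 mM HEPES pH 7.5, 0.15 M NaCl, 0.01% Tween 20, 3 mM EDTA, 0.1 mM TCEP.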
B2AR arrestin = beta2AR (human) beta-arrestin recruitment activity | P07550 | beta-arrestin recruitment to beta2AR, cell-based reporter | Potency, µM (titrated, usually from 46.1 µM), for the others: top-dose activation, usual class: activators | 0.02% of 330,000 active;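 also: potency is read from the fitted curve at half-maximal effect; 0% = DMSO controls and full agonism = EC100 isoproterenol or metaproterenol; nearly all actives have a fitted effect of over 65% in size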
Chronic BCR inh = chronic active BCR signaling inhibition. ABC-DLBCL IkBa-CBG/CBR reporter, luminescence ratio, 4 h. Potency, µM (top dose mostly 46.1 µM), inactives show at the highest dose ratio change, negative = lower green/red ratio, actives largely listed as inhibitors. 0.05% of 340,000 active; active = well fitted inhibition curve with a large enough effect in the signal ratio, with a control signal flat, not every such curve was filed as active; inconclusive = small, poorly fitted or top-dose-only effect, or effect the other way, or a change in a side signal; the % refers to the signal ratio;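 also: potency is read from the fitted curve at half-maximal effect; plate controls were basal doxycycline-induced cells for no effect and cells given 10 µM MG132 for full effect; MG132 reads +100%, hits lower the ratio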
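Concentration-response series (up to 46 uM) were applied to TMD8 dual-reporter cells for 4 h at 37C with doxycycline. Green/red ratio, after filter-overlap correction, defined %Activity; red signal alone was normalised to basal cells and zero luminescence.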
* = called active by the depositor; ? = inconclusive; · = not tested or not shown; [ ] = another dose, or the depositor's remark. Unless noted, calls follow the shape of the dose curve; as a rule, active = well fitted curve in the direction sought with a large enough effect; inconclusive = small, poorly fitted or top-dose-only effect, or another doubt; inactive = no such curve, though single readings can be large; an effect the other way counts as inactive or inconclusive.

SMILES	Mito fusion act	TCR act	Tb PFK inh	USP2a block	uPA generation	Eya2 inh	TSHR antagonist	ELG1 DNA repair	PTAP TSG101 blk	B2AR arrestin	Chronic BCR inh
COc1ccc(C2(c3ccc(OC)cc3)NC(=O)N(CC(=O)NC3CCS(=O)(=O)C3)C2=O)cc1 (stereo unspecified)	·	-2%	-4%	3%	-6%	12%	·	16%	-2%	0.0%	-4%
CC(C)NC(=O)c1ccc2c(c1)N(CC(=O)N1CCOCC1)C(=O)C(C)(C)O2	-2%	1%	1%	3%	1%	-5%	-5	0%	-5%	0.3%	?
Cn1nc(C(=O)Nc2cccc(S(N)(=O)=O)c2)c2ccccc2c1=O	2%	7%	-2%	1%	-1%	-2%	-3	?	-3%	0.2%	?
COc1ccc(CNc2nc(NCc3ccc(OC)cc3)n(C(C)=O)n2)cc1	0%	·	-4%	5%	·	5%	3	-2%	-4%	-0.6%	0%
Cc1ccc(Oc2ncccc2C(=O)NC2CCSC2=O)cc1 (stereo unspecified)	?	6%	-5%	6%	-14%	-1%	39	6%	0%	-0.2%	-12%
CCCCN1C(=N)N([C@@H](C)CN2CCC[C@H]2CN2C(N)=NC[C@H]2CC(C)C)C[C@H]1[C@H](C)CC	·	5%	-3%	1%	-10%	-19%	2	-1%	-1%	0.3%	5%
COc1ccc(CCN(C)C(=O)CSc2nnnn2C)cc1OC	-1%	-3%	-1%	-1%	-4%	-2%	6	12%	1%	-0.8%	0%
C#CCN(C(=O)c1cc(COc2ccc(C)c(C)c2)on1)C1CCCCC1	-4%	-11%	10%	3%	-1%	4%	-7	-8%	-2%	-0.8%	3%
CCOCCc1nnc(NC(=O)CSc2ccccc2)s1	-13%	-7%	0%	1%	-3%	3%	8	-7%	1%	0.2%	4%
COc1ccc(C2CC(=O)C(C=NCCO)=C(O)C2)cc1OC (stereo unspecified)	1%	0%	18%	1%	5%	-34%	1	0%	0%	-0.4%	?
O=S(=O)(c1c(Cl)cc(Br)cc1Cl)N1CCN(C(=S)NC2CC2)CC1	·	0%[46.1 µM]	-2%	4%	-5%	-2%	-1	4.1µM*	-6%	-1.1%	-10%
CCOc1cc(C2C(C(=O)c3ccco3)=C(O)C(=O)N2CCc2ccccc2)ccc1O (stereo unspecified)	0%	-7%	-2%	-3%	-1%	13%	64	9%	-7%	-0.1%	2%
Fc1ccc2c(Cl)c(-c3nnc(-c4cccs4)o3)sc2c1	-3%	-21%	-1%	0%	1%	18%	11	?	-2%	-1.7%	-20%
Cc1ccc(C(C)C)cc1OCC(=O)NNC(=O)Nc1ccccc1	15%	-1%	0%	1%	5%	8%	-3	?	1%	0.4%	1%
COc1ccc(CC(=O)NCC(C)(C)N2CCOCC2)cc1	3%	3%	0%	0%	-3%	11%	·	15%	-2%	-0.3%	-1%
O=C(NC(=S)NCC1CCCO1)c1ccco1 (stereo unspecified)	-4%	2%	-4%	-1%	-3%	-7%	-8	6%	-3%	-0.1%	3%
COc1ccc(/C(O)=C2\C(=O)C(=O)N(Cc3ccco3)C2c2ccc(OC)cc2OC)cc1 (stereo unspecified)	2%	-4%	2%	5%	-3%	-38%	-6	-4%	-8%	-0.6%	1%
Cc1ccc(C(=O)c2cc(C)sc2NC(=O)CN2CCN(C(=O)c3ccco3)CC2)cc1	28%	9%	2%	-14%	-16%	-4%	-6	?	3%	4.8%	-14%
COc1cc(C(=O)OCC(=O)NCC2CCCCC2)ccc1OCC(C)C	-8%	-5%	-2%	2%	4%	2%	-9	-3%	0%	0.2%	-1%
O=C(CCNS(=O)(=O)c1ccccc1C(F)(F)F)Nc1ccncc1	-4%	12%	-2%	1%	-24%	7%	-4	3%	-3%	0.0%	-2%
COc1ccc(C2c3ccc(O)cc3Oc3ncn4nc(-c5ccccn5)nc4c32)cc1 (stereo unspecified)	8%	7%	0%	1%	-14%	1%	-19	?	2%	5.5%	2%
CC1Sc2ccc(S(=O)(=O)CCC(=O)NCc3ccc(Cl)cc3)cc2NC1=O (stereo unspecified)	-1%	-7%	?	7%	-3%	-5%	8	?	-11%	-1.0%	?
O=C(O)C1CCCN(S(=O)(=O)c2ccc(Cl)s2)C1 (stereo unspecified)	-1%	-1%	-2%	3%	1%	18%	-2	22%	-2%	-0.1%	0%
Cc1c(Br)c(C(F)(F)F)nn1CC(=O)NCCN1CCOCC1	4%	-3%	-10%	-1%	4%	-24%	19	3%	-3%	-0.1%	8%
CC(C)Nc1ccc(Nc2ccnc3cc4ccccc4cc23)cc1	7%	5%	-2%	3%	-7%	-1%	-9	29%	-4%	0.0%	15%

Other structures
SMILES	Mito fusion act	TCR act	Tb PFK inh	USP2a block	uPA generation	Eya2 inh	TSHR antagonist	ELG1 DNA repair	PTAP TSG101 blk	B2AR arrestin	Chronic BCR inh
CC(C)Cn1cnc2c(c(-c3ccccc3)c(-c3ccccc3)n2Cc2ccco2)c1=N	12%	3%	3%	2%	-8%	-15%	-8	-11%	-11%	-0.6%	?
CN(C)C(CNC(=O)c1ccc(S(=O)(=O)Nc2ccccc2F)cc1)c1ccccc1 (stereo unspecified)	-2%	0%	1%	3%	-3%	-8%	12	2%	·	0.2%	1%
CCCCn1c(N)c(N(CC(C)C)C(=O)CN2C(=O)C3CCCCC3C2=O)c(=O)[nH]c1=O (stereo unspecified)	2%	0%	-5%	1%	8%	-8%	2	11%	-2%	0.1%	?
CCOC(=O)C1(CC2CC2)CCN(C(=O)c2cccnc2C)CC1	7%	1%	-9%	-1%	1%	-9%	2	22%	0%	0.1%	7%
CC(=O)c1ccc(NC(=O)CN2CCOCC2)cc1	-1%	5%	2%	2%	2%	-14%	5	14%	-4%	-0.6%	-2%
COc1ccccc1CN1CC(C(=O)NCc2cccc(Cl)c2)CCC1=O (stereo unspecified)	18%	3%	1%	0%	2%	2%	-7	5%	0%	-0.7%	0%
Cc1ccc(S(=O)(=O)NNC(=S)NCC2CCCO2)cc1 (stereo unspecified)	1%	-4%	1%	0%	-1%	7%	-6	2%	-2%	-0.5%	0%
Cc1ccc(Cl)cc1N1CCN(C(=O)Cn2ncn3cccc3c2=O)CC1	4%	3%	1%	1%	-7%	1%	-20	-12%	-4%	0.2%	6%
CSc1oc(-c2ccco2)nc1S(=O)(=O)c1ccccc1	2%	6%	-3%	0%	-16%	-2%	7	11%	0%	0.0%	4%
Cc1ccc(S(=O)(=O)Nc2ccc(N(C)C)cc2)cc1	5%	7%	-2%	3%	0%	2%	4	8%	-1%	0.1%	1%
Cc1nc(N)nc(COc2ccccc2)n1	-5%	-1%	-2%	0%	15%	-2%	-3	?	-2%	0.0%	1%
CCOC(=O)C1=C(COC(=O)/C=C/c2cc(Br)ccc2F)NC(=O)NC1C (stereo unspecified)	-10%	0%	8%	0%	-2%	-5%	25	?	0%	-2.3%	8%
COc1ccccc1C1NC(=O)NC(C)=C1C(=O)OC1CCC(C)CC1 (stereo unspecified)	5%	·	-1%	0%	-1%	1%	7	-4%	-7%	-0.1%	0%
COC(=O)c1cc(C)sc1NC(=O)C1CC(=O)NN1Cc1ccccc1 (stereo unspecified)	-1%	6%[46.1 µM]	0%	7%	6%	4%	20	4%	-2%	-0.3%	-1%
CCOC(=O)CC(C(=O)OCC)P(=O)(c1ccccc1)c1ccccc1 (stereo unspecified)	-3%	-3%	3%	0%	2%	10%	23	4%	0%	0.0%	-1%
COc1cc(NC(=O)C2CC(c3ccccc3O)=NO2)c(OC)cc1Cl (stereo unspecified)	-1%	4%	-6%	0%	-2%	12%	8	-5%	-7%	-0.4%	3%
Cc1ccc(/C=C/C(=O)OCC(=O)c2ccc3c(c2)NC(=O)CO3)o1	·	-6%[46.1 µM]	0%	7%	4%	-1%	-2	12µM*	2%	0.1%	2%
O=C(NNC1CC(=O)N(c2ccccc2)C1=O)c1ccc(COc2ccccc2Cl)o1 (stereo unspecified)	-5%	3%[46.1 µM]	0%	-1%	-11%	-2%	0	5%	0%	-0.2%	-12%
